Screening data: PubChem, several laboratories
GC-B act = GC-B (human) receptor activation; P20594; HEK293-GC-B cells, CNP EC30, cGMP TR-FRET; 0% at EC30 CNP, 100% saturating CNP; activation, % at 10 µM; 370,000 tested, 0.11% active;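 active = activation at 10 µM reaching about 35% in either raw or pattern-adjusted values, limit read from the data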
TCR CD3 inh = inhibitors of human TCR-CD3 interaction. inhibition, % at 9.4 µM. 360,000 tested, 0.37% active. TAMRA-labeled TCR probe fluorescence, biochemical; in the data active = inhibition above about 19%;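 note: recombinant mutant TCR 2C K166C tagged with TAMRA read by polarization; 0% = receptor in buffer alone and 100% = receptor with positive control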
MBD2 inh = inhibitors of human MBD2 binding to methylated oligonucleotide | TR-FRET | inhibition, % at 4.4 µM | 370,000 tested, 0.31% active; in the data active = inhibition above about 13%
LEDGF integ inh = blocks HIV-1 LEDGF/p75-dependent DNA integration. inhibition, % at 3.7 µM. AID 743269. 370,000 tested, 0.64% active. TR-FRET IN-LEDGF/p75 DNA integration, Eu/Cy5;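 active = inhibition above the screen-wide mean plus 3 SD, cut at about 13% in these data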;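 note: signal is the Cy5 over europium emission ratio at 671 and 618 nm; 0% = plate median of compound wells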
mABHD4 FP = inhibits mouse alpha/beta hydrolase domain 4. 370,000 tested, 0.54% active. AID 720543. inhibition, % at 8.92 µM. Q8VD66. purified mABHD4, FP-Rh probe fluorescence polarization;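 active = inhibition exceeding the mean over every tested compound plus 3 SD, cut at about 30% in these data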;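 note: 0% = plate median of compound wells and 100% = S159A mutant with DMSO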
Target sequence (Q8VD66 whole entry, looked up, the tested form may be a part): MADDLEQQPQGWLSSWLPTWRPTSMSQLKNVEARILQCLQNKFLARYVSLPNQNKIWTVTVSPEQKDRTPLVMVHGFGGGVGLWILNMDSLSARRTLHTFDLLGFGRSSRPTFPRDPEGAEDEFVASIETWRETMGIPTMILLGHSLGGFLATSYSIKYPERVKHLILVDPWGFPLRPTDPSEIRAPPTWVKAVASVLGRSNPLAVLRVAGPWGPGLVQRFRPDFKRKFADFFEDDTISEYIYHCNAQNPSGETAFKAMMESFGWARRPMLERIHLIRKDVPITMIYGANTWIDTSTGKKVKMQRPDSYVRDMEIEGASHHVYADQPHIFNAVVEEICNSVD
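Assay system: mouse ABHD4 enzyme, wild type / Also added: fluorescent activity-based probe FP-Rh / Doses: single nominal dose of 8.92 µM, 0.89% DMSO final / Timing: 45 min compound pre-incubation plus 60 min probe step, 25 °C / Signal: FP readout, ex 525 nm / em 598 nm / Control set: S159A mutant/DMSO as 100%, compound-well median as 0%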
HTRA1 inhibitor = inhibitors of human serine peptidase HTRA1 | Q92743 | recombinant HTRA1, FP-rhodamine activity-based probe, fluorescence polarization | inhibition, % at 5.96 µM | 340,000 tested, 0.5% active; in the data active = inhibition above about 36%;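 note: 0% = enzyme with DMSO and 100% = wells lacking enzyme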
SIAE inh = blocks human sialic acid acetylesterase; Q9HAT2; inhibition, % at 9.66 µM; SIAE FP-Rh probe binding, fluorescence polarization; AID 1053197; 370,000 tested, 0.69% active;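 active = inhibition above a cutoff: mean of compounds within the control limits plus 3 SD of those, cut at about 17% in these data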;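 note: 0% = plate median of compound wells and 100% = probe without SIAE protein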
PRMT1 inh = PRMT1 (human) inhibition, primary screen; recombinant PRMT1, activity-based probe fluorescence polarization; inhibition, % at 2.79 µM; Q99873; 370,000 tested, 1.3% active;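 active = inhibition above about 21% made by adding two undisclosed values, limit read from the data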
Target sequence (Q99873 whole entry, looked up): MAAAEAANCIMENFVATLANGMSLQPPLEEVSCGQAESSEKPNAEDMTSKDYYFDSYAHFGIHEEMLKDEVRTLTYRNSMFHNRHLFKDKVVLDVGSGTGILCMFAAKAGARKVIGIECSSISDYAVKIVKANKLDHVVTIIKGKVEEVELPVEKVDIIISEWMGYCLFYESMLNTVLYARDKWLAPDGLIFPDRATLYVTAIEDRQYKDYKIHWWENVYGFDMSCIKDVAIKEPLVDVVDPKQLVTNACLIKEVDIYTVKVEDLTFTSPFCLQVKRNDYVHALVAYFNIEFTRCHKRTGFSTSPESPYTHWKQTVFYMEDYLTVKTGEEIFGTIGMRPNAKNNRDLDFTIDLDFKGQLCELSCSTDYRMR
TDP2 inh = TDP2 (human) inhibition, absorbance primary screen; O95551; recombinant TDP2, T5PNP hydrolysis, p-nitrophenol absorbance 415 nm; inhibition, % at 12.8 µM; 370,000 tested, 0.34% active; AID 720702;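 active = inhibition above the mean of all tested compounds plus 3 SD, set per campaign, cut at about 25% in these data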;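 note: 0% = DMSO with enzyme and 100% = buffer with substrate but no TDP2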
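System – recombinant human TDP2 · Amount – 120 nM TDP2 per well · Buffer or medium – Mg2+-containing Tris-HCl buffer, pH 7.5 · Reagent – T5PNP substrate, 5 mM · Dosing – 12.8 µM single point, 1% DMSO · Incubation – 2 h at 37 °C · Measured by – epi absorbance · Read-out basis – percent inhibition · Benchmarks – high control without enzyme, low control DMSO plus TDP2 · Repeats – singlicate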
rCAG binder = r(CAG) repeat RNA binding. TO-PRO-1 dye displacement fluorescence. inhibition, % at 3 µM. 370,000 tested, 1.3% active. AID 651821;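 active = inhibition above the plate cutoff, the mean of all test compounds on that plate plus 3 SD, cut at about 35% in these data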;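 note: 0% = DMSO alone and 100% = 100 µM mitoxantrone as full dye displacement; higher means more dye released from RNA so lower well fluorescence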
* marks the source's active call; other numbers are inactive results; . = not tested or not shown.

SMILES	GC-B act	TCR CD3 inh	MBD2 inh	LEDGF integ inh	mABHD4 FP	HTRA1 inhibitor	SIAE inh	PRMT1 inh	TDP2 inh	rCAG binder
Cc1nc2ccc(NC(=O)c3c(-c4ccccc4)noc3C)cc2s1	-5	-2	-2	2	-10	-13	-1	5	4	-7
CC1=C(C(=O)N(C(C)C)C(C)C)CC(CC(=O)NC2CC2)C(=O)N1Cc1ccc(F)cc1 (stereo unspecified)	-1	4	-4	2	1	.	-5	-3	2	-1
C=CCn1c(COc2ccc(Cl)cc2)nnc1SCC(=O)c1ccccc1	5	.	-1	-1	-7	.	-2	-2	0	0
CCOC(=O)C1=C(O)CSC1=Nc1ccc(Cl)cc1	-3	-7	2	-4	8	-4	-4	1	8	1
c1ccc(CCCc2nc(-c3cccnc3)no2)cc1	2	-3	-2	1	-5	-2	7	-4	-4	-5
CCOC(=O)c1cc(C#N)c(N2CCCC2)nc1-c1ccccc1	-4	-8	-2	1	5	-13	5	3	-4	9
CCOC(=O)C1CCN(C(=O)Cc2cccc3ccccc23)CC1	-4	1	5	1	-12	-6	-5	3	-13	0
CCN(C(=O)COC(=O)c1cc(=O)[nH]c2ccccc12)C1CCS(=O)(=O)C1 (stereo unspecified)	6	4	9	-1	-6	5	-6	5	-6	0
CCOC(=O)C1=CCC(c2ccc([N+](=O)[O-])cc2)N(S(=O)(=O)c2ccc(C)cc2)C1 (stereo unspecified)	-2	8	-3	2	2	.	-1	-2	8	6
CC(=O)[C@@]1(O)CC[C@H]2[C@@H]3C[C@H](C)C4=CC(=O)CC[C@]4(C)[C@H]3CC[C@@]21C	4	-4	-3	-5	0	4	-3	14	-11	-2
O=C(O)c1ccc2c(c1)C(=O)N(c1cccc(-c3nc4ccccc4s3)c1)C2=O	-3	-9	2	3	4	4	4	-1	-12	1
CCN(CC)C(=O)CSc1nc(-c2ccccc2)ccc1C#N	3	3	-1	-4	-1	1	-1	1	0	-1
CCCC(=O)C1=C(O)C(C(=O)OC)C(C)(C)CC1=NC (stereo unspecified)	0	4	-8	-1	-2	4	0	1	4	0
COc1cc(OC)cc(-c2noc(-c3csc([C@@H]4C[C@H](O)[C@@H](CO)O4)n3)n2)c1	0	2	-3	0	-1	.	-3	-4	-5	2
Oc1ccc(-c2csc(Nc3ncccn3)n2)c(O)c1	-8	-6	0	3	-1	4	-5	-3	-3	8
CCN(CC)c1ccc(S(=O)(=O)N2CCOCC2)cc1NC(=O)COC(=O)c1ccco1	-4	-9	7	-1	-10	0	4	1	-5	-3
CC(C)CC(NC(=O)C(CO)NC(=O)C1CCC(=O)N1)C(N)=O (stereo unspecified)	3	3	0	-2	2	12	-1	-2	9	1
Cc1ccc(S(=O)(=O)N[C@H](C(=O)NCC2CCC(C(=O)O)CC2)C(C)C)cc1 (stereo partly specified)	-1	-4	1	-1	-5	14	-6	-1	4	2
CC(C)=CCC[C@](C)(O[C@@H]1O[C@H](CO[C@@H]2OC[C@@H](O)[C@H](O)[C@H]2O)[C@@H](O)[C@H](O)[C@H]1O)C1CC[C@]2(C)C1[C@H](O)CC1[C@@]3(C)CC[C@H](O[C@@H]4O[C@H](CO)[C@@H](O)[C@H](O)[C@H]4O)C(C)(C)C3CC[C@]12C (stereo partly specified)	2	0	-2	3	5	7	-4	0	-4	-6
Fc1ccc(N2CCN(Cc3cnc(Oc4ccc(Br)cc4)s3)CC2)cc1	4	2	2	1	-3	3	1	0	-9	2
Cc1ccc(-c2cc(C(F)(F)F)n3ncc(C(=O)NCc4ccco4)c3n2)cc1	3	0	6	4	0	-14	-9	-1	3	6
O=C(NCCc1ccccc1)c1ccc(NC(=O)c2cccnc2)cc1	-8	-5	0	8	-6	0	4	-1	0	3
Clc1cnc(N/N=C/c2ccncc2)c(Cl)c1	-1	-8	-2	-2	5	3	2	-4	1	-1
CCn1c(C)nc2cc(C(=O)NNS(=O)(=O)c3cc(Br)ccc3Br)ccc21	3	-1	3	-2	10	0	2	0	6	6
O=C(Nc1ccccc1)N1CCSCC1	-1	-3	-5	2	-3	5	10	-2	-7	2
Cc1c(O)c(S(=O)c2ccccc2)c(=O)n(-c2ccccc2)c1-c1ccccc1 (stereo unspecified)	-1	-2	5	6	-1	1	10	4	6	3
Cc1ccc(S(=O)(=O)N2CCCCC2)cc1C(=O)OC(C)C(=O)NCC1CCCCC1 (stereo unspecified)	2	5	3	1	5	-15	1	3	-9	-3
Cc1ccc(-n2cc(CNCCc3cscn3)c(-c3ccc(F)cc3)n2)cc1	-5	5	4	0	0	-37	5	-5	-17	-5
O=C(NCCc1ccccc1)c1nc(-c2cccs2)no1	0	7	-4	2	-4	-5	3	-1	7	-3
CS(=O)(=O)N1CCSC1c1ccc(Br)cc1 (stereo unspecified)	4	2	1	-1	-5	4	-3	0	4	-2
Cc1ccc(-n2cc3ccc([N+](=O)[O-])cc3n2)cc1	4	-3	-2	0	-3	-20	0	1	6	12
COc1ccc(NC(=O)CN(C)Cc2c(F)cccc2Cl)cc1S(=O)(=O)N1CCCCC1	5	-2	4	2	-8	-4	2	-4	-8	-1
COc1ccc(CCNC(=O)C2CCCN(S(=O)(=O)c3cnc[nH]3)C2)cc1OC (stereo unspecified)	-4	-2	6	-1	6	-4	-3	3	8	-2
Cc1ccc(OCC(=O)Nc2ccc3c(c2)OCO3)cc1C	3	2	-6	0	-8	-4	-3	-4	13	-1
Cc1ccccc1-n1c(=O)cc(NCC2CCCO2)[nH]c1=O (stereo unspecified)	-1	4	2	-4	2	3	-4	-3	-12	-3
CCOC(=O)c1c(-c2ccc(C)cc2)csc1NC(=O)C1CC=CCC1C(=O)O (stereo unspecified)	0	3	-2	0	-3	0	2	3	10	2
CC(C)N(C)C1=CC(=O)C(N(C)C(C)C)=CC1=O	2	-5	-16	11	4	1	9	5	2	3
O=C1CSC2(CCCCC2)N1CCO	-3	-2	-4	3	-5	2	2	3	-9	1
CCCCN(C(=O)CSc1nnc2ccccn12)c1c(N)n(Cc2ccccc2)c(=O)[nH]c1=O	3	-2	4	2	3	1	1	1	2	1
CCCCOC(=O)Cn1c(=O)c2c(nc(Br)n2Cc2ccccc2)n(C)c1=O	16	0	2	-1	-11	-9	-2	5	0	1
COCCN(C(=O)CSc1n[nH]c(-c2ccccc2)n1)c1c(N)n(Cc2ccccc2)c(=O)[nH]c1=O	4	-1	1	2	2	1	7	-1	9	-2
O=C(c1cc(Cl)ccc1Cl)N1CCN(c2ccccn2)CC1	4	6	-4	3	-3	-2	1	-1	-10	-5
CC(C)Cc1nnc(NC(=O)c2ccc3c(c2)NC(=O)C(C)S3)s1 (stereo unspecified)	4	13	1	1	1	5	-5	1	10	-1
Cc1cc(NC(=O)c2ccc(NC(=O)C3CCCO3)cc2)ccc1Br (stereo unspecified)	2	-3	-3	-5	-9	-23	0	2	-7	2
CC(C)CCn1c(=O)c2ccccc2n2c(CN3CCOCC3)nnc12	5	2	-1	0	8	1	-2	-1	0	-3
Cc1ccc(C(C)(C)NC(=O)C2CCC(=O)N(CCCN3CCOCC3)C2)cc1 (stereo unspecified)	2	-2	-3	-1	-6	4	-12	-5	-25	0
COc1ccccc1N(CC(=O)NC(C)C)S(=O)(=O)c1cccs1	10	5	-2	1	-2	2	3	-2	-1	1
Cc1noc(N)c1C1(O)C(=O)N(C(C)C)c2ccccc21 (stereo unspecified)	0	2	-2	1	-1	5	14	-9	-9	-1
CC(=O)c1ccc(NC(=O)c2sc3nc(C)c(C)c(C)c3c2N)cc1	6	-9	1	-2	1	1	-2	1	9	6
COc1ccc(C(OCC(O)CN2CCC(O)CC2)c2ccc(OC)cc2)cc1 (stereo unspecified)	-2	3	-8	3	-10	-3	-4	-7	-21	1
Cc1ccc(-c2csc(N(Cc3ccco3)C(=O)c3cccs3)n2)cc1	-1	-3	6	0	2	-16	-14	1	1	7

As a working copy, six of the compounds above.
SMILES	GC-B act	TCR CD3 inh	MBD2 inh	LEDGF integ inh	mABHD4 FP	HTRA1 inhibitor	SIAE inh	PRMT1 inh	TDP2 inh	rCAG binder
COCCN(C(=O)CSc1n[nH]c(-c2ccccc2)n1)c1c(N)n(Cc2ccccc2)c(=O)[nH]c1=O	4	-1	1	2	2	1	7	-1	9	-2
O=C(c1cc(Cl)ccc1Cl)N1CCN(c2ccccn2)CC1	4	6	-4	3	-3	-2	1	-1	-10	-5
CC(C)Cc1nnc(NC(=O)c2ccc3c(c2)NC(=O)C(C)S3)s1 (stereo unspecified)	4	13	1	1	1	5	-5	1	10	-1
Cc1cc(NC(=O)c2ccc(NC(=O)C3CCCO3)cc2)ccc1Br (stereo unspecified)	2	-3	-3	-5	-9	-23	0	2	-7	2
CC(C)CCn1c(=O)c2ccccc2n2c(CN3CCOCC3)nnc12	5	2	-1	0	8	1	-2	-1	0	-3
Cc1ccc(C(C)(C)NC(=O)C2CCC(=O)N(CCCN3CCOCC3)C2)cc1 (stereo unspecified)	2	-2	-3	-1	-6	4	-12	-5	-25	0

An excerpt; rates above refer to the full screens.
